High-throughput results from PubChem.
PRMT1 inh: inhibitors of human PRMT1; Q99873; recombinant PRMT1, activity-based probe fluorescence polarization; inhibition, % at 2.79 µM; 370,000 compounds, 1.3% hits;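 active = inhibition above about 21% made by adding two undisclosed values, limit read from the data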
SIAE primary: blocks human sialic acid acetylesterase. SIAE FP-Rh probe binding, fluorescence polarization. Q9HAT2. inhibition, % at 9.66 µM. 370,000 compounds, 0.69% hits;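 active = inhibition above a cutoff: mean of compounds within the control limits plus 3 SD of those, cut at about 17% in these data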;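 note: 0% = plate median of compound wells and 100% = probe without SIAE protein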
rCAG binder: molecules binding r(CAG) RNA repeats | inhibition, % at 3 µM | r(CAG) RNA repeat, TO-PRO-1 dye displacement fluorescence | AID 651821 | 370,000 compounds, 1.3% hits;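 active = inhibition above the plate cutoff, the mean of all test compounds on that plate plus 3 SD, cut at about 35% in these data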;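 note: 0% = DMSO alone and 100% = 100 µM mitoxantrone as full dye displacement; higher means more dye released from RNA so lower well fluorescence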
NPR1 activator: GC-A (human) enzyme activation | P16066 | HEK293 GC-A cells, cGMP TR-FRET, EC30 ANP; 0% at EC30 ANP, 100% saturating ANP | activation, % at 10 µM | 370,000 compounds, 0.14% hits; in the data active = activation above about 40%
UHRF1 binding: human UHRF1 methylated DNA binding inhibitors. Q96T88. UHRF1 binding to methylated oligo, TR-FRET. inhibition, % at 4.4 µM. 370,000 compounds, 0.75% hits. AID 687016; in the data active = inhibition above about 21%;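 note: UHRF1 SRA domain binding a hemimethylated CpG hairpin DNA probe; 0% = median of test compound wells and 100% = reference inhibitor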
Target sequence (Q96T88 whole entry, looked up, the tested form may be a part): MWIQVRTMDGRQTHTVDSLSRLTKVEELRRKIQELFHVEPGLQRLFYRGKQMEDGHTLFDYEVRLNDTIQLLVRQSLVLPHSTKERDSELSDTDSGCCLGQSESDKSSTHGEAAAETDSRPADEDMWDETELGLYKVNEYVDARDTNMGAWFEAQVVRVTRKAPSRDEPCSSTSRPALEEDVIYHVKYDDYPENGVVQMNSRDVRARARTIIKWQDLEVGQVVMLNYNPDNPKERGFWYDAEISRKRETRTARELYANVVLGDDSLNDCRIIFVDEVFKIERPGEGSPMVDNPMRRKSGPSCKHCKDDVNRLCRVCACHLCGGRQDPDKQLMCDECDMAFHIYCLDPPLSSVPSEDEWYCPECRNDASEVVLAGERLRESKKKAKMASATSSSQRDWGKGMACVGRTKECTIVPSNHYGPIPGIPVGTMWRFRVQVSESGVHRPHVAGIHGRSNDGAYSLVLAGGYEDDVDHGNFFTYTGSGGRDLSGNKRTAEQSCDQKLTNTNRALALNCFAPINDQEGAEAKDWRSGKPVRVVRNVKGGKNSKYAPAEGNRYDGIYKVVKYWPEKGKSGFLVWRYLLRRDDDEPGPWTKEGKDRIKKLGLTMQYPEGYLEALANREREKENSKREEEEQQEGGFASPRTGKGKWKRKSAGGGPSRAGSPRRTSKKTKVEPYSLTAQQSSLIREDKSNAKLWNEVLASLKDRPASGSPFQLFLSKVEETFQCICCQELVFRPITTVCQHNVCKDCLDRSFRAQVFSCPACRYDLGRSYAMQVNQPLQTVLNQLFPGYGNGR
NPR2 activator: GC-B (human) receptor activation; HEK293-GC-B cells, CNP EC30, cGMP TR-FRET; 0% at EC30 CNP, 100% saturating CNP; activation, % at 10 µM; AID 1920062; 370,000 compounds, 0.11% hits; P20594;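 active = activation at 10 µM reaching about 35% in either raw or pattern-adjusted values, limit read from the data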
HTRA1 inh: inhibitors of human serine peptidase HTRA1. AID 504803. 340,000 compounds, 0.5% hits. inhibition, % at 5.96 µM. recombinant HTRA1, FP-rhodamine activity-based probe, fluorescence polarization; in the data active = inhibition above about 36%;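 note: 0% = enzyme with DMSO and 100% = wells lacking enzyme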
MBD2 inh: blocks human MBD2 binding to methylated DNA | Q9UBB5 | TR-FRET, MBD2 binding to methylated oligonucleotide | inhibition, % at 4.4 µM | 370,000 compounds, 0.31% hits | AID 686964; in the data active = inhibition above about 13%
TCR CD3 inh: inhibitors of human TCR-CD3 interaction. TAMRA-labeled TCR probe fluorescence, biochemical. inhibition, % at 9.4 µM. 360,000 compounds, 0.37% hits. AID 651800; in the data active = inhibition above about 19%;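 note: recombinant mutant TCR 2C K166C tagged with TAMRA read by polarization; 0% = receptor in buffer alone and 100% = receptor with positive control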
ABHD4 inh: inhibitors of mouse ABHD4; Q8VD66; purified mABHD4, FP-Rh probe fluorescence polarization; inhibition, % at 8.92 µM; 370,000 compounds, 0.54% hits; AID 720543;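 active = inhibition exceeding the mean over every tested compound plus 3 SD, cut at about 30% in these data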;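 note: 0% = plate median of compound wells and 100% = S159A mutant with DMSO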
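Assay system: wild-type mouse ABHD4 protein; compound: single nominal dose of 8.92 µM, 0.89% DMSO final; schedule: 45 min + 60 min at 25 °C; measured by: FP readout, ex 525 nm / em 598 nm; evaluation: % inhibition of FP-Rh probe binding versus controls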
* = called active by the depositor; · = no result given. This is a subset. The share of hits here may be higher or lower than overall.

structure	PRMT1 inh	SIAE primary	rCAG binder	NPR1 activator	UHRF1 binding	NPR2 activator	HTRA1 inh	MBD2 inh	TCR CD3 inh	ABHD4 inh
O=C(O)c1[nH]c2ccccc2c1C(c1cc(Cl)cc([N+](=O)[O-])c1O)c1c(C(=O)O)[nH]c2ccccc12	6	0	92*	-6	0	-5	35	-4	1	68*
CC1Cc2ccccc2N1C(=O)Cn1c(=O)oc2cc(S(=O)(=O)N3CCCCC3)ccc21 (centres undefined)	1	2	6	-4	-2	6	-6	1	-2	-4
Cn1c(-c2nnn(-c3ccc(F)cc3)n2)cc2ccccc21	0	-2	12	0	-2	-6	·	0	4	3
CCCCNC(=O)CCn1c(=O)c2ccccc2n(CC(=O)NCCc2ccc(OC)c(OC)c2)c1=O	4	-5	-5	0	7	3	0	1	2	-6
COc1ccc(S(C)(=O)=O)cc1S(C)(=O)=O	-5	7	2	1	1	0	2	2	6	-3
CN(Cc1ccccc1)C(=O)c1[nH]cnc1C(=O)NCC(=O)OC(C)(C)C	-5	3	-10	-2	-3	-2	5	-1	5	-4
COc1cccc(NC(=O)C(=O)N/N=C/c2ccc3c(c2)OCO3)c1	5	12	-3	1	0	-6	-1	5	-1	-9
COc1ccc(Cl)cc1NC(=O)CN(C)C1CCS(=O)(=O)C1 (centres undefined)	-1	-2	3	-2	-3	6	6	-3	3	4
COc1ccc(Br)cc1CN(C)C(=O)CNC(=O)c1ccc2ccccc2c1	-2	7	5	-12	-3	-8	-35	3	0	-4
O=C(Nc1ccc(O)cc1)c1ccc2c(c1)C(=O)N(Cc1cccnc1)C2=O	3	-2	-4	-1	0	5	4	0	-2	-3
O=C1CSC(c2ccc(F)cc2)N1c1c(F)cccc1F (centres undefined)	-4	3	-5	-6	0	-4	24	0	-3	-6
C=CCNc1nc2c(c(=O)[nH]c(=O)n2C)n1CCOc1ccccc1	7	4	-3	1	0	1	-1	3	2	-1
O=C(CSCc1c(F)cccc1Cl)Nc1cccnc1	-2	-3	-1	1	-3	0	6	3	3	4
OCCc1ccc(O)cc1	-4	2	1	0	1	4	0	1	5	-1
OCCc1c[nH]c2ccc(C(F)(F)F)cc12	0	5	8	-2	5	-1	-4	7	-2	-5
Cc1ccc(S(=O)(=O)N2CCCC2C(=O)NCCc2ccccc2)cc1 (centres undefined)	4	5	-3	-2	0	0	8	4	1	1
O=C(NCCS(=O)(=O)N1CCN(c2cccc(Cl)c2)CC1)c1ccco1	-6	-12	2	-4	0	0	-4	2	7	4
Nc1nnc(SCC(=O)Nc2cccc(S(=O)(=O)N3CCOCC3)c2)s1	-1	-5	4	1	-3	1	2	-3	2	-1
CC(NC(=O)Cc1ccc([N+](=O)[O-])cc1)c1ccc2c(c1)OCO2 (centres undefined)	-1	-2	4	2	-1	3	6	-5	6	-2
Nc1cc(=O)[nH]c(SCC(=O)NC2CCCc3ccccc32)n1 (centres undefined)	-2	6	3	0	20	-2	1	5	5	5
CCN(CC)c1ccc(/C=N/N2CCN(Cc3ccccc3Cl)CC2)cc1	2	8	2	10	-3	-6	4	3	-2	2
Cc1cc(F)ccc1-c1cc(C(=O)Nc2ccc(F)cc2)[nH]n1	-2	-6	1	2	-3	-1	·	1	7	-8
COc1ccc(/C=C/CN2CCC(CO)(Cc3ccccc3Cl)CC2)cc1	0	-2	-10	-16	6	-9	-20	1	2	9
N=c1c2c(-c3ccccc3)c(-c3ccccc3)oc2ncn1CCN1CCOCC1	-2	0	1	-23	1	-10	-29	-4	-8	-28
COc1ccc(NC(=O)C(=O)N2N=C(C(C)C)CC2(O)C(F)(F)F)cc1 (centres undefined)	0	1	4	-1	-2	0	1	-2	4	1
CCOC(=O)c1cc2c(nc1N)CC(C)(CC)OC2 (centres undefined)	-2	-1	1	-1	-3	-5	1	7	1	-3
CC1CCCCC1NC(=O)COn1nnc2ccc(Cl)cc21 (centres undefined)	-2	2	-3	-3	-1	1	3	0	-1	-3
CCOc1ccc(NS(=O)(=O)c2ccc(C(=O)N(C)CC(=O)Nc3ccc(OC)cc3)cc2)cc1	0	4	6	-4	-1	0	-9	1	-3	4
CCCC(=O)Nc1ccc(C(=O)N/N=C/c2ccc([N+](=O)[O-])o2)cc1	13	-7	17	-6	5	3	5	7	-2	4
O=C(c1ccc(Cn2cc(Br)cn2)o1)n1cccn1	-1	3	-1	7	-1	0	-7	3	1	3
CCCCN(C)CCN1C(=O)C2C(C(=O)Nc3ccc(OC)cc3)C3C=CC2(O3)C1C(=O)NC1CCCCC1 (centres undefined)	-4	0	-5	-5	2	-1	-4	1	7	-1
CCC1(CC)Cc2ccccc2-c2nc(CCl)[nH]c(=O)c21	-1	5	-3	-17	-2	-13	-7	-4	2	-8
CCNc1nc(Oc2ccc(C(=O)OC)cc2)nc(N(C)C)n1	1	2	-1	0	1	8	2	1	-7	5
O=[N+]([O-])c1cc2c(c([N+](=O)[O-])c1)Nc1ccccc1O2	3	3	8	-5	0	1	26	-5	5	19
Cc1ccc(S(=O)(=O)N(C)CC(=O)N2CCN(c3ccccn3)CC2)cc1	0	11	-3	-3	4	8	-2	4	-8	3
COc1ccc(CC2(C)OC(c3ccccc3)=NN2C(C)=O)cc1 (centres undefined)	4	2	-2	1	0	1	6	1	-6	2
CC1CCc2c(sc3ncnc(NS(=O)(=O)c4cccs4)c23)C1 (centres undefined)	-1	-5	5	1	-2	4	-7	4	2	-3
CC1CCN(S(=O)(=O)c2nnc(NC(=O)COc3ccccc3)s2)CC1	-2	3	10	-2	0	2	0	-5	-3	5
CC1CCN(Cc2cc(=O)oc3cc(O)c(Cl)cc23)CC1	6	-6	5	5	-2	-5	8	1	2	25
C=CCn1cc(CN2CCC(C(=O)Nc3cccc(-c4cccc(Cl)c4)c3)CC2)c(C)n1	4	3	-1	-7	2	-1	-3	5	-3	-1
CCOc1ccc(N2C(=O)CC(N(CCc3ccc(OC)cc3)C(=O)/C=C/C(=O)O)C2=O)cc1 (centres undefined)	1	10	6	3	-2	3	-3	3	-2	3
COc1ccc(CC(=O)Nc2ccc3nc(SC)sc3c2)cc1OC	-2	-2	2	3	-2	-3	-4	-5	6	-2
O=C(NC1CCCCC1)N(Cc1nc2ccccc2c(=O)[nH]1)C1CCCC1	0	2	-5	-4	-5	-3	7	-4	5	-9
COc1ccc(C(=O)OCC[N+]2(C)CCCCC2)cc1	-3	8	-1	4	-1	1	1	-2	6	-3
CCc1ccc(CCNC(=O)OC2CC3CC2[C@H]2CCCCN2C3)cc1 (some centres undefined)	-7	5	3	-2	3	2	·	-1	·	-1
O=C(c1nc2ccccn2c1CNCCOc1cccnc1)N1CCOCC1	0	0	0	2	1	-3	9	-2	-8	0
Cc1cccc(NC(=O)CNC(=O)[C@@H](Cc2ccccc2)NC(=O)[C@H]2O[C@@H](n3ccc(N)nc3=O)[C@H](O)[C@@H]2O)c1C	0	3	0	0	-1	-1	·	-5	3	4
CCc1nc(SCCO)c2oc3ccccc3c2n1	0	9	-2	11	-1	5	-4	1	9	-1
Cc1cc(NC(=O)CSc2nccn2C)no1	-1	-1	1	-3	2	5	1	1	-3	1
C(=N\Nc1nc(N2CCCC2)nc(N2CCCC2)n1)/c1ccccc1OCc1ccccc1	-3	-1	-3	-1	4	6	-33	-6	5	19
O=C(CS(=O)c1ccc(C(F)(F)F)cc1[N+](=O)[O-])Oc1ccccc1 (centres undefined)	3	-3	-5	3	3	-1	-5	4	4	7
COc1ccc(NC(=O)C2CCN(S(=O)(=O)c3c(C)noc3C)CC2)cc1	0	2	1	0	0	3	8	0	1	0
Cc1ccnc(Nc2nc(-c3c(C)nc4sccn34)cs2)c1	1	8	19	32	-3	37*	6	-5	-3	21
O=P(c1ccccc1)(c1ccccc1)c1nc(-c2ccc(Cl)cc2)oc1N1CCOCC1	3	-2	-1	5	3	-2	-9	5	3	13
COc1ccc(N=C(N)N=C(N)N)c(OC)c1	0	2	-1	4	1	0	24	2	-1	6
Cc1c(C(=O)OC(C)C)sc(NC(=O)c2cnccn2)c1C(=O)OC(C)C	0	5	-4	-4	5	-2	4	0	-6	4
CCN1CCN=C1Nc1ccccc1	2	-6	-2	0	-1	8	5	5	-3	10
CCc1cc2c(SCC(=O)NC(=O)c3cccn3C)ncnc2s1	2	0	5	3	2	0	-3	1	1	3
CCOc1ccccc1N(CC(=O)Nc1ccc(C)cc1)S(C)(=O)=O	0	3	-1	-1	-2	2	-9	-1	7	0
C[C@](N)(Cc1ccc(O)c(O)c1)C(=O)O	15	18*	4	0	40*	-1	12	12	22*	26

More records follow.
structure	PRMT1 inh	SIAE primary	rCAG binder	NPR1 activator	UHRF1 binding	NPR2 activator	HTRA1 inh	MBD2 inh	TCR CD3 inh	ABHD4 inh
COC(=O)C1=C(C)N(C)C(=O)NC1c1cc2c(cc1[N+](=O)[O-])OCO2 (centres undefined)	10	5	3	-2	4	3	21	-4	16	9
CCC(=O)NC(=S)Nc1ccc(-c2nc3ccc(C)cc3s2)cc1	3	6	-1	7	4	7	-3	-1	-2	4
CCCCc1cc(=O)oc2cc(C)cc(OCC(=O)NC(Cc3ccc(Cl)cc3)C(=O)O)c12 (centres undefined)	-2	-1	40*	1	-1	0	-16	-1	5	-5
CC(C)Nc1nc(NC(C)C)nc(N(C)C(N)=O)n1	-2	1	-5	-2	4	-2	5	6	4	2
CCCCS/C(N)=N/N=C/c1cc(C)ccc1O	2	-6	2	-1	-1	-5	-2	1	-7	-3
Cc1cccc(CC(=O)Nc2ccc(C(=O)N3CCCCC3)cc2)c1	-1	0	-5	0	5	1	-11	0	-4	-4
CCOc1ccc(NC(=O)c2ccc(CSc3nnc(C)s3)cc2)cc1	0	0	-5	2	-1	-1	3	-4	7	5
O=C(Nc1cccc(-c2ccc(F)cc2)c1)C1CCCN(Cc2cccnc2)C1 (centres undefined)	4	1	-5	-1	4	-7	-5	0	3	-1
O=c1cc(C=NNc2ccc([N+](=O)[O-])cc2)[nH]c(=O)[nH]1	-1	6	4	-2	-4	1	-1	-6	5	0
Cc1cccc(C)c1Nc1nnc(SCc2cc([N+](=O)[O-])cc3c2OCOC3)s1	-3	-1	-1	-7	0	-13	-2	-3	9	2
NS(=O)(=O)c1ccc(NC(=O)c2ccc(S(=O)(=O)N3CCOCC3)o2)cc1	-2	-1	1	0	-2	-1	·	-1	6	0
CSc1ccccc1NC(=O)c1cnc2n(c1=O)CCS2	10	-7	5	7	0	3	-3	-4	-2	3
Cc1sc(NC(=O)c2ccc(Br)s2)c(C(N)=O)c1C	0	-2	10	-2	-1	-13	-4	-1	3	-4

3 entries from above, ordered by molecular weight, rising:
structure	PRMT1 inh	SIAE primary	rCAG binder	NPR1 activator	UHRF1 binding	NPR2 activator	HTRA1 inh	MBD2 inh	TCR CD3 inh	ABHD4 inh
COc1cccc(NC(=O)C(=O)N/N=C/c2ccc3c(c2)OCO3)c1	5	12	-3	1	0	-6	-1	5	-1	-9
O=C(c1nc2ccccn2c1CNCCOc1cccnc1)N1CCOCC1	0	0	0	2	1	-3	9	-2	-8	0
Cc1c(C(=O)OC(C)C)sc(NC(=O)c2cnccn2)c1C(=O)OC(C)C	0	5	-4	-4	5	-2	4	0	-6	4
